aSyn yeast rescue: inhibitors of alpha-synuclein toxicity in yeast; S. cerevisiae alpha-synuclein toxicity rescue, BacTiter-Glo growth, 24 h; Potency, µM (doses to about 46.1 µM), inactives show top-dose growth rescue (activation), usual class: activators; 94,000 tested, 0.02% active; active means well fitted activation curve with a large enough effect; inconclusive means small, poorly fitted or top-dose-only effect; further: 0% is about no effect
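Growth restoration measured by BacTiter-Glo luminescence after 24 hr at 30 deg C; alpha-synuclein yeast, raffinose-pregrown to mid-log, were added at OD600=0.02 in galactose medium onto pinned compounds.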
* marks the source's active call; other numbers are inactive results; ? = inconclusive; [ ] = dose if it differs, or a comment. Potency means the concentration at half of the fitted maximal effect. Not all compounds are listed; rates above refer to the full screens.

| SMILES | aSyn yeast rescue |
| --- | --- |
| CC(=O)Nc1nc(-c2ccc3c(c2)CCN3C(=O)C2CC2)c(C)s1 | -6% |
| Cc1ncc(CN2CCCC(CCC(=O)NCc3ccc(F)c(F)c3)C2)s1 (configuration not stated) | -7% |
| Cc1c(Cl)ccc2sc(N3CCN(C(=O)c4ccco4)CC3)nc12 | 8% |
| O=c1c2oc3ccccc3c2n(Cc2cccc(C(F)(F)F)c2)c(=O)n1Cc1ccc2c(c1)OCO2 | 5% |
| Cc1ccc(C)c(S(=O)(=O)c2nnn3c2nc(NCc2ccc4c(c2)OCO4)c2sccc23)c1 | 2% |
| CCOc1ccc(S(=O)(=O)N2CCC(C(=O)NCc3ccccn3)CC2)cc1C | -8% |
| CCOc1ccc(C(=O)Nc2nc(-c3ccc(Br)cc3)ns2)cc1 | -5% |
| O=C(O)CCCCCCCCCCP(=O)(c1ccccc1)c1ccccc1 | ? |
| Cc1cc(OCCCn2c(CCNC(=O)C3CCCCC3)nc3ccccc32)ccc1Cl | ? |
| O=C(CCn1c(=O)c2cccn2c2cccnc21)NCc1ccccc1F | -5% |
| NS(=O)(=O)c1ccc(NC(=O)CSc2n[nH]c(=O)n2Cc2ccccc2)cc1 | -9% |
| CCOc1ccc(C(=O)OCC(=O)N2CCCC2)cc1 | -3% |
| Cc1ccc(NC(=O)C(C)Sc2nc(=O)cc(N)n2-c2ccccc2)cc1 (configuration not stated) | 2% |
| COc1ccc(NS(=O)(=O)c2ccc3[nH]c4c(c3c2)CCCC4)cc1OC | 2% |
| O=C1Cc2cc(S(=O)(=O)N3CCCCC3)ccc2N1 | 6% |
| O=C(CCS(=O)(=O)c1nc(-c2ccc3c(c2)OCO3)cc(C(F)(F)F)n1)Nc1ccc(Br)cc1 | -8% |
| CCCOc1ccc(/C=C/C(=O)N2CCN(C(=O)c3ccco3)CC2)cc1OC | 16% |
| CC(=O)Nc1ccc(S(=O)(=O)NCCC(=O)OCc2csc(CC(=O)Nc3ccccc3C)n2)cc1 | -6% |
| CC(C)Cn1c(N)c(C(=O)COC(=O)c2ccc([N+](=O)[O-])o2)c(=O)n(C)c1=O | -10% |
| CCc1cccc(C)c1NS(=O)(=O)c1ccc(-c2cc(C)no2)s1 | -1% |
| COc1cccc(CN2CCNC(=O)C2CC(=O)NCc2cn3ccccc3n2)c1OC (configuration not stated) | 1% |
| COc1ccc(NC(=O)C(=O)NCC2(c3ccc(OC)c(OC)c3)CCCC2)cc1 | 4% |
| CS(=O)(=O)c1ccc(C(=O)N2CC(=O)Nc3ccccc32)cc1 | -5% |
| COc1ccccc1C(=O)Nc1c(C(=O)N2CCN(c3ccc(F)cc3)CC2)oc2ccccc12 | -5% |
| Cc1ccc(-c2cn3cccnc3n2)cc1NC(=O)C(C)(C)Oc1ccc(Cl)cc1 | -35%[inhibitor] |
| COCCCNC(=O)CCn1c(=O)c2ccccc2n(Cc2cccc([N+](=O)[O-])c2)c1=O | 2% |
| O=C(Nc1ccccc1)Nc1ccc(Cl)c([N+](=O)[O-])c1 | -18% |
| CO/C(N)=C(\C#N)N=Cc1ccccc1Cl | 17% |
| Cc1ccc(Cl)cc1N(C)C(=O)c1noc2c1CCCCC2 | 16% |
| CCOC(=O)c1c(S(=O)(=O)N2CCN(c3ccccc3OC)CC2)c(C)n(C)c1C | 0% |
| COCCN(C(=S)Nc1ccc(C)cc1C)C(C)c1cccs1 (configuration not stated) | 7% |
| CN(C)c1ccc(C(=N)Cc2ccc3ccccc3n2)cc1 | 0% |
| COC(=O)c1cc(NC(=O)Cn2nc(-c3ccc(C)c(C)c3)ccc2=O)cc(C(=O)OC)c1 | 0% |
| CCOC(=O)c1cc2c(=O)n3ccccc3nc2n(C(C)C)c1=NC(=O)c1cc2ccccc2o1 | -4% |
| COc1ccc(C(CC(=O)Nc2ccc(Br)cn2)N2Cc3ccccc3C2=O)cc1 (configuration not stated) | 1% |
| COC(=O)c1c(SCC(=O)Nc2cc(F)ccc2F)[nH]c2ccc(C)cc2c1=O | -15% |
| CN(C)c1cccc(N(C)C)c1CNC(=O)C(C)(C)C | 0% |
| O=C(COC(=O)CCc1c[nH]c2ccccc12)NCc1ccc(Cl)cc1 | 1% |
| COc1cccc(-c2ccc3c(c2)C2CC3CCN2C(=O)c2ccc(-c3ccccc3)cc2)c1 (configuration not stated) | -3% |
| COc1cccc(NC(=O)N(Cc2cn(C)c3ccccc23)C2CCCCCC2)c1 | 4% |
| CCc1nc(CN2CCCC(C(=O)Nc3ccc(-c4cccc(OC)c4)cc3)C2)c(C)[nH]1 (configuration not stated) | 1% |
| CCOc1ccc(S(=O)(=O)NCCc2c(C)[nH]c3c(Cl)cccc23)cc1C | ? |
| CCN(CC)CCNC(=O)Cn1ncc2ccccc2c1=O | -1% |
| COc1ccc(S(=O)(=O)c2c(Nc3ccc(C)cc3C)sc(C(=O)c3ccc(F)cc3)c2N)cc1 | 3% |
| COc1ccc(CCNc2nc3c(-c4cccc(F)c4)nnn3c3ccccc23)cc1OC | 2% |
| O=C(c1ccc(S(=O)(=O)N2CCCCC2)cc1)N1CCN(CCN2C(=O)c3cccc4cccc(c34)C2=O)CC1 | 4% |
| Nc1c(C(=O)OCC(=O)NCc2ccccc2)[nH]c(=O)[nH]c1=O | -3% |
| CCOC(=O)COc1ccc(CC)cc1C(=O)c1ccn2nc(-c3ccc(Cl)cc3)cc2n1 | 1% |
| Cc1ccccc1NC(=O)N1CCc2ccccc2C1 | -29% |
| CCN(C(=O)c1cnc(OC)cc1C(F)(F)F)c1ccc(Cl)cc1 | 6% |

Copied from the list.
Entry for CN(C)c1ccc(C(=N)Cc2ccc3ccccc3n2)cc1 in aSyn yeast rescue: 0%
Entry for Cc1ccc(Cl)cc1N(C)C(=O)c1noc2c1CCCCC2 in aSyn yeast rescue: 16%
Entry for CO/C(N)=C(\C#N)N=Cc1ccccc1Cl in aSyn yeast rescue: 17%
Entry for COc1cccc(-c2ccc3c(c2)C2CC3CCN2C(=O)c2ccc(-c3ccccc3)cc2)c1 (configuration not stated) in aSyn yeast rescue: -3%
Entry for O=C(COC(=O)CCc1c[nH]c2ccccc12)NCc1ccc(Cl)cc1 in aSyn yeast rescue: 1%
Entry for CCOC(=O)COc1ccc(CC)cc1C(=O)c1ccn2nc(-c3ccc(Cl)cc3)cc2n1 in aSyn yeast rescue: 1%
Entry for COc1ccc(CCNc2nc3c(-c4cccc(F)c4)nnn3c3ccccc23)cc1OC in aSyn yeast rescue: 2%

Continuation.
| SMILES | aSyn yeast rescue |
| --- | --- |
| CSc1nnc(-c2cccn(Cc3ccccc3)c2=O)o1 | -2% |
| COC(=O)c1c(C(=O)OC)c(-c2cccc(C)c2)n2c1CS(=O)C2 (configuration not stated) | 5% |
| COc1cccc(C2CCCN2Cc2nc(CC3CC3)no2)c1 (configuration not stated) | 7% |
| CCOC(=O)Cn1c(=O)n(C2CCCCC2)c2nc(-c3c(F)cccc3Cl)nc(C(N)=O)c21 | 10% |
| C[C@H](CO)N1C[C@H](C)[C@H](CN(C)C(=O)Cc2cccnc2)Oc2ncc(Br)cc2C1=O | 12% |
| O=C(CCl)NC1(C(=O)O)CCCC1 | -10% |
| CC1CCCC(C)N1c1ccc(S(=O)(=O)N2CCOCC2)cc1Cl (configuration not stated) | -1% |
| Cc1sc2ncn(CC(=O)N3CCN(c4ccccc4F)CC3)c(=O)c2c1S(=O)(=O)N1CCOCC1 | -12% |
| O=C(NNC(=O)c1cccc(Br)c1)Nc1ccc(Cl)cc1 | 1% |
| S=c1[nH]nc(-c2cc(-c3ccccc3)n[nH]2)n1/N=C/c1c(Cl)cccc1Cl | -6% |
| Cc1cc(S(=O)(=O)Nc2ccc(C(=O)NCC(c3ccco3)N3CCCCC3)cc2)ccc1F (configuration not stated) | 0% |
| COc1ccc2c(c1)OC(c1ccccc1)(C(F)(F)F)NC2=O (configuration not stated) | 4% |
| COc1ccccc1-c1nc2ccc(Cl)cc2c(=O)n1O | 6% |
| Cc1ccc(CN(C(=O)COc2ccc([N+](=O)[O-])cc2)c2ccccn2)o1 | 8% |
| CC1(C)CC(NNCCC#N)=CC(=[N+]2CCCC2)C1 | 1% |
| Fc1ccc(-n2ncc3c(NCCCc4ccccc4)ncnc32)cc1 | -1% |
| COc1ccc2oc(=O)c(-c3nc(-c4ccc(C)c(C)c4)cs3)cc2c1 | 0% |
| COc1ccccc1N1CCN(C(=O)CCc2c(C)nn(-c3ccc(N4CCCC4)nn3)c2C)CC1 | 0% |
| CC1=C(C(=O)N(C)C)C(c2ccc(C)s2)NC(=S)N1 (configuration not stated) | 10% |
| COc1ccc(C(=O)n2nc(N)c3cc4ccc(C)cc4nc32)cc1OC | -6% |
| Cc1ccccc1CN1c2ccccc2-c2nc(SCC(=O)c3ccc(Cl)cc3)ncc2S1(=O)=O | -5% |
| Cc1c(C(=O)N2CCC(C)CC2)c(S(=O)(=O)NCc2ccc(Cl)cc2)c(C)n1C | 1% |
| COc1ccc([N+](=O)[O-])cc1NC(=O)CCN1CCN(c2ccccc2)CC1 | 9% |
| Cc1cc(C)c(OCC(=O)NCC(C)(C)N2CCOCC2)c(C)c1 | 9% |
| COc1ccccc1NS(=O)(=O)c1cccc(C(=O)NCC(c2ccccc2OC)N2CCCC2)c1 (configuration not stated) | -8% |
| CC1=C(C(=O)Nc2ccc(C)cc2C)C(c2ccccc2)n2ncc(C(=O)Nc3ccccc3)c2N1 (configuration not stated) | 6% |
| CC(C)c1ccc(NC(=O)c2cc3c(=O)n(C)c4ccccc4c3n2C)cc1 | 5% |
| Cc1ccc2[nH]cc(C(c3ccccc3)c3ccc(Cl)s3)c2c1 (configuration not stated) | -15% |
| CCCCN(CCCC)CC(O)Cn1cc(/C=C/C(=O)c2ccccc2)c2ccccc21 (configuration not stated) | -6% |
| CCS(=O)(=O)c1nc2ccccc2n1CC(=O)Nc1ccccc1C(=O)OC | -4% |
| CC(C)c1ccc(S(=O)(=O)N2CCN(C(=O)Cc3ccsc3)CC2)cc1 | -8% |
| CCN(CC(=O)NCc1cccs1)C(=O)c1ccc(S(=O)(=O)Nc2ccccc2F)cc1 | -1% |
| O=C(CCC(=O)N1CCN(c2ccc(O)cc2)CC1)c1cccs1 | 10% |
| O=C1c2ccccc2C(Nc2ccc3c(c2)OCCO3)N1c1ccc(Cl)cn1 (configuration not stated) | 16% |
| COc1ccc(/C=C/C(=O)NCC(=O)N/N=C(/CCC(=O)O)c2ccccc2)cc1 | 5% |
| CN(C)/C=C/c1c([N+](=O)[O-])c2ccc(O)cc2n1-c1ccccc1 | 4% |
| O=C1NC2(CCSC2)C(=O)N1CC(=O)N(Cc1ccccc1)C1CCS(=O)(=O)C1 (configuration not stated) | 6% |
| COc1ccc(C(C(=O)NCc2ccccc2)N(C(=O)c2snc(C(N)=O)c2N)C2CCCC2)cc1 (configuration not stated) | 12% |
| O=C(COC(=O)COc1ccccc1[N+](=O)[O-])Nc1ccccc1Br | -1% |
| Cc1ccc(NC(=O)/C(C#N)=C/c2ccccc2Cl)cc1C | -7% |
| CC1=C(C(=O)N2CCOCC2)CC(CC(=O)NCCc2ccccn2)C(=O)N1Cc1ccc(C(C)(C)C)cc1 (configuration not stated) | -6% |
| COc1ccc(NC(=O)CN2C(=O)COc3ccc(S(=O)(=O)N4CCCCC4)cc32)cc1OC | 4% |
| CCOC(=O)N1CCN(C(=O)Cn2cnc3ccccc3c2=O)CC1 | 6% |
| COc1ccc(-c2noc(-c3ccc(N4CCN(C)CC4)c([N+](=O)[O-])c3)n2)cc1 | 8% |
| CCCc1nnc(NC(=O)c2nc(S(=O)(=O)Cc3ccc(C)cc3)ncc2Cl)s1 | 12% |
| Cc1nn(C(C)C(=O)NC2CCC(C)CC2)c(=O)c2cc3sccc3n12 (configuration not stated) | ? |
| COc1ccc(C2=NN(C(=O)CSc3cn(C)c4ccccc34)C(c3ccc(OC)cc3)C2)cc1 (configuration not stated) | -6% |
| C=CCn1cnnc1SCC(=O)NCC1COc2ccccc2O1 (configuration not stated) | 2% |
| CCC(C)C(=O)Nc1nccs1 (configuration not stated) | 8% |
| CN(C(=O)NC1CC(=O)N(c2ccc3c(c2)OCCO3)C1)c1ccccc1 (configuration not stated) | -1% |

Continued:
| SMILES | aSyn yeast rescue |
| --- | --- |
| CCOC(=O)N(C)C[C@H]1OCc2cn(nn2)CCCC(=O)N([C@H](C)CO)C[C@@H]1C | -3% |
| CCOc1ccc(-c2csc(NC(=O)c3ccc(S(=O)(=O)N4CCc5ccccc5C4)cc3)n2)cc1 | -8% |
| O=C(NCCc1ccccc1Cl)c1ccc2c(=O)n(-c3ccccc3)c(=O)[nH]c2c1 | 0% |
| CCC(=O)N1CCc2cc(S(=O)(=O)CCC(=O)Nc3ccc(Cl)c(C(F)(F)F)c3)ccc21 | -1% |
| O=C(CSc1nc2ccccc2c(=O)n1-c1ccc(F)cc1)NC1CCS(=O)(=O)C1 (configuration not stated) | -8% |
| CCOc1ccc(NC(=O)Cn2ccn3nc(-c4ccc(OC)c(OC)c4)cc3c2=O)cc1 | -7% |
| O=C(CCNS(=O)(=O)c1ccc2c(c1)CCN2C(=O)C1CC1)N1CCN(c2ccc(F)cc2)CC1 | -15% |
| CCc1ccc(-n2c(Cc3ccccc3)nnc2SCc2nc(-c3cccs3)no2)cc1 | 4% |
| CCc1nnc(NS(=O)(=O)c2ccc(NC(=O)c3ccc([N+](=O)[O-])s3)cc2)s1 | -9% |
| CC1(C)O[C@H]2[C@@H](O1)[C@@H](C(=O)Nc1ccccc1O)O[C@@H]1OC(C)(C)O[C@@H]12 | 3% |
| C/C(=N\NC(=O)c1c(Br)c(C)nn1C)c1cccc(NC(=O)c2ccccc2F)c1 | 6% |
| CCOc1cccc(CC(=O)Nc2ccc3nc(N4CCCCC4)cc(C)c3c2)c1OCC | -13% |

By substructure: the compounds so far with a tert-butyl group (two)
| SMILES | aSyn yeast rescue |
| --- | --- |
| CN(C)c1cccc(N(C)C)c1CNC(=O)C(C)(C)C | 0% |
| CC1=C(C(=O)N2CCOCC2)CC(CC(=O)NCCc2ccccn2)C(=O)N1Cc1ccc(C(C)(C)C)cc1 (configuration not stated) | -6% |
